ADAM10 inh: ADAM10 inhibition, QFRET primary screen | inhibition, % at 7 µM | O14672 | recombinant ADAM10, EDANS/DABCYL FRET peptide cleavage, 3 h | actives 0.62% (n = 370,000);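 active = inhibition above a per-campaign cutoff equal to the mean of compounds falling between control-based bounds plus 3 SD, cut at about 20% in these data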;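 also: 0% = DMSO wells while the 100% control is not disclosed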
Target sequence (O14672 214-748 limits assumed): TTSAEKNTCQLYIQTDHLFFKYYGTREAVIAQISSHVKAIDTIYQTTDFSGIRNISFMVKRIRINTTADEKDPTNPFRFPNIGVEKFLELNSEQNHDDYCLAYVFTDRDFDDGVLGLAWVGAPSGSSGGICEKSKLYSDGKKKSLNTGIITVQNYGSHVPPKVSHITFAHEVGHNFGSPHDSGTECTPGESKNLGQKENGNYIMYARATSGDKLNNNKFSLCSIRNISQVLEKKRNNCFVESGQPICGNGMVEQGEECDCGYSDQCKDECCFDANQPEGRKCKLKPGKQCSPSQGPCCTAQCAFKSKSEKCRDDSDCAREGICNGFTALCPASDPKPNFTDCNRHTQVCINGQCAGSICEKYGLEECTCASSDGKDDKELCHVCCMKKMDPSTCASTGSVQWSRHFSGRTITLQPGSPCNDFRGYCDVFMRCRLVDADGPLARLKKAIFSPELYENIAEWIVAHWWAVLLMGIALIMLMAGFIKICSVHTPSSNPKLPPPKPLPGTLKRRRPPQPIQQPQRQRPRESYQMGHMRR
DAX1 inh-1: NR0B1 (DAX1) inhibition. P51843. HEK293 Gal4-DAX1 luciferase reporter, luminescence. inhibition, % at 6.75 µM. actives 0.99% (n = 340,000). AID 504766;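 active = inhibition above the mean over all tested compounds plus 3 SD, cut at about 4.2% in these data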;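 also: 0% = DAX1-transfected cells with DMSO and 100% = empty-vector control cells with DMSO; inhibition shows as a rise in luminescence from relieved DAX1 repression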
Target sequence (P51843 207-470 limits assumed): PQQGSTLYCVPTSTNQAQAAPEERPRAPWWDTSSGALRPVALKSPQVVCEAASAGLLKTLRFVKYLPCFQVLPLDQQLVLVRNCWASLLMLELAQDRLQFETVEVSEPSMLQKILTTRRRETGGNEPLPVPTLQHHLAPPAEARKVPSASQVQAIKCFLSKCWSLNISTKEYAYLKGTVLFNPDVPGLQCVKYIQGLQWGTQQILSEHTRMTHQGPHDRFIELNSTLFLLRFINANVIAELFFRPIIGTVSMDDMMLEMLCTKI
SMARCA2 act: SMARCA2 function activation, primary screen. MG213 cells, MMTV-luciferase reporter, dexamethasone, overnight. activation, % at 9.1 µM. actives 1% (n = 370,000). AID 652017; in the data active = activation above about 7.8%;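 also: 0% = vehicle wells and 100% = reference activator wells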
DAX1 inh-2: inhibitors of DAX1 repression of SF-1 activated StAR promoter; HEK293T StAR-luciferase reporter, SF-1/DAX-1 repression relief; inhibition, % at 6.8 µM; actives 1.1% (n = 370,000); AID 652010;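 active = inhibition above the mean over all tested compounds plus 3 SD, cut at about 3.6% in these data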;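 also: 0% = DAX-1 cells with DMSO and 100% = cells lacking DAX-1 with DMSO; higher inhibition means more luminescence from relief of DAX-1 repression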
ADAM17 inh: ADAM17 inhibition, QFRET primary screen | AID 720648 | recombinant ADAM17, EDANS/DABCYL FRET peptide cleavage | P78536 | actives 0.83% (n = 370,000) | inhibition, % at 6.95 µM;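 active = inhibition above the mean of compounds lying between control limits plus 3 SD, set per campaign, cut at about 8.5% in these data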;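 also: 0% = DMSO-only wells as the low control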
PG9 binder: PG9 antibody binding by small molecule; inhibition, % at 6.7 µM; actives 0.43% (n = 360,000); AID 624416; TR-FRET gp120-PG9 antibody binding; in the data active = inhibition above about 8.5%
NPR1 activator: GC-A (human) enzyme activation | HEK293 GC-A cells, cGMP TR-FRET, EC30 ANP; 0% at EC30 ANP, 100% saturating ANP | activation, % at 10 µM | actives 0.14% (n = 370,000) | AID 1671463; in the data active = activation above about 40%
hgDAF12 agonist: activates the H. glycines DAF-12 receptor ligand-binding domain | HEK293 GAL4-hgDAF12 UAS-luciferase reporter, agonist luminescence; normalized to butyrate control | activation, % at 6.8 µM | actives 1.8% (n = 370,000);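 active = activation above a cutoff set at the mean of all screened compounds plus 3 SD, cut at about 10% in these data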;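 also: 0% = DMSO wells and 100% = sodium butyrate wells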
GAA850 FXN act: frataxin GAA850 promoter activation; HEK293 lucGAA850 FXN promoter luciferase reporter, 24 h; percent of 10 µM SAHA response; activation, % at 6 µM; actives 0.56% (n = 360,000); AID 540364;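 active = activation above the average of all compounds screened plus 3 SD, cutoff fixed separately per campaign, cut at about 7.5% in these data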;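 also: 0% = DMSO wells and 100% = 10 µM SAHA wells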
hcDAF12 agonist: activators of H. contortus DAF-12 nuclear receptor. activation, % at 6.8 µM. HEK293 hcDAF-12 lit1-tk-luc reporter, luminescence; 0% DMSO, 100% Δ7-dafachronic acid. AID 652067. actives 1.4% (n = 370,000);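 active = activation above the mean of all tested compounds plus 3 SD, cut at about 5.5% in these data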;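 also: 100% = response to 3 µM Δ7-dafachronic acid high control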
ssDAF12 agonist: activates DAF-12 receptor from parasite S. stercoralis; HEK293 ssDAF-12/GRIP1 lit1-tk-luc reporter, luminescence; % of 3 µM dafachronic acid response; activation, % at 6.8 µM; actives 1% (n = 370,000);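 active = activation above the mean over all tested compounds plus 3 SD, cut at about 0.9% in these data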;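 also: 0% = DMSO-only wells and 100% = 3 µM delta7-dafachronic acid wells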
An asterisk follows results filed as active. Outcome played no part in choosing rows (roughly 6.8% active in at least one column).

How did CN(C(=O)c1ccc(NC(=O)Cc2ccc(NC(=O)C3CCCN(C(=O)C4CCC4)C3)cc2)cc1)C1CC1 (stereo not drawn) do in these assays?
ADAM10 inh: 4; DAX1 inh-1: -0.3; SMARCA2 act: 1; DAX1 inh-2: 0.1; ADAM17 inh: -1; PG9 binder: -0.1; NPR1 activator: 3; hgDAF12 agonist: -0.1; GAA850 FXN act: 2.8; hcDAF12 agonist: -0.5; ssDAF12 agonist: -1.5

How did COc1cc(-c2nnc(SCc3cc(=O)oc4cc(O)c(O)cc34)o2)cc(OC)c1OC do in these assays?
ADAM10 inh: -175; DAX1 inh-1: 0.3; SMARCA2 act: 0; DAX1 inh-2: 0.5; ADAM17 inh: -53; PG9 binder: -3.1; NPR1 activator: 0; hgDAF12 agonist: 1.2; GAA850 FXN act: -1.1; hcDAF12 agonist: -0.1; ssDAF12 agonist: -0.3

How did O=C(CC1C(=O)NCCN1Cc1ccc(Cl)c(F)c1)NCCc1cccnc1 (stereo not drawn) do in these assays?
ADAM10 inh: -10; DAX1 inh-1: 0.1; SMARCA2 act: -3; DAX1 inh-2: 0.6; ADAM17 inh: -11; PG9 binder: 1.0; NPR1 activator: 0; hgDAF12 agonist: 3.7; GAA850 FXN act: 1.1; hcDAF12 agonist: -1.9; ssDAF12 agonist: -1.4

What do the screens show for `COc1ccc(NC(=O)CCN2C(=O)c3ccccc3S2(=O)=O)cc1`?
ADAM10 inh: 0; DAX1 inh-1: -0.3; SMARCA2 act: -2; DAX1 inh-2: -0.7; ADAM17 inh: 0; PG9 binder: 0.9; NPR1 activator: 1; hgDAF12 agonist: -2.1; GAA850 FXN act: -0.9; hcDAF12 agonist: -1.8; ssDAF12 agonist: -1.8

What do the screens show for `CC(C)=CCC[C@H](C)C[C@@H]1Cc2[nH][nH]c(=O)c2[C@H](c2ccc(F)cc2)O1`?
ADAM10 inh: -1; SMARCA2 act: -2; DAX1 inh-2: -0.8; ADAM17 inh: -3; PG9 binder: 0.9; NPR1 activator: -4; hgDAF12 agonist: 2.6; hcDAF12 agonist: -1.4; ssDAF12 agonist: -0.2

How did O=C(CN1CCN(C2CCS(=O)(=O)C2)CC1)N1N=C(c2ccc(Cl)cc2)CC1c1ccco1 (stereo not drawn) do in these assays?
ADAM10 inh: -7; DAX1 inh-1: 0.5; SMARCA2 act: -3; DAX1 inh-2: 2.9; ADAM17 inh: -2; PG9 binder: 2.5; NPR1 activator: 2; hgDAF12 agonist: -0.9; GAA850 FXN act: -0.6; hcDAF12 agonist: 0.1; ssDAF12 agonist: -1.0

What do the screens show for `C=CC1=CCN(S(=O)(=O)C(C)(C)C)[C@@H]1CCO`?
ADAM10 inh: 2; SMARCA2 act: 6; DAX1 inh-2: -0.3; ADAM17 inh: -1; PG9 binder: 0.8; NPR1 activator: -1; hgDAF12 agonist: 1.1; hcDAF12 agonist: -0.1; ssDAF12 agonist: -0.9

How did CC(C)Cc1ccc(/C(=N/O)C(=O)O)s1 do in these assays?
ADAM10 inh: 4; DAX1 inh-1: -0.1; SMARCA2 act: 1; DAX1 inh-2: 0.7; ADAM17 inh: -5; PG9 binder: -0.5; NPR1 activator: 0; hgDAF12 agonist: 1.1; GAA850 FXN act: 1.3; hcDAF12 agonist: -1.6; ssDAF12 agonist: -1.4

What do the screens show for `COCCNC(=O)C(OC(=O)c1ccco1)c1ccccc1OC` (stereo not drawn)?
ADAM10 inh: -8; DAX1 inh-1: -0.6; SMARCA2 act: 1; DAX1 inh-2: 0.0; ADAM17 inh: -3; PG9 binder: 1.6; NPR1 activator: -3; hgDAF12 agonist: -2.5; GAA850 FXN act: 1.2; hcDAF12 agonist: -1.9; ssDAF12 agonist: -1.3

What do the screens show for `O=C(Nc1nnc(SCCN2CCOCC2)s1)C1CC(=O)N(c2ccccc2)C1` (stereo not drawn)?
ADAM10 inh: -2; DAX1 inh-1: 0.6; SMARCA2 act: -1; DAX1 inh-2: 0.1; ADAM17 inh: 0; PG9 binder: -2.7; NPR1 activator: 2; hgDAF12 agonist: 0.3; GAA850 FXN act: 1.3; hcDAF12 agonist: 1.3; ssDAF12 agonist: -1.2

Quoted at random: two entries already listed
What do the screens show for `O=C(Nc1nnc(SCCN2CCOCC2)s1)C1CC(=O)N(c2ccccc2)C1` (stereo not drawn)?
ADAM10 inh: -2; DAX1 inh-1: 0.6; SMARCA2 act: -1; DAX1 inh-2: 0.1; ADAM17 inh: 0; PG9 binder: -2.7; NPR1 activator: 2; hgDAF12 agonist: 0.3; GAA850 FXN act: 1.3; hcDAF12 agonist: 1.3; ssDAF12 agonist: -1.2

What do the screens show for `COc1ccc(NC(=O)CCN2C(=O)c3ccccc3S2(=O)=O)cc1`?
ADAM10 inh: 0; DAX1 inh-1: -0.3; SMARCA2 act: -2; DAX1 inh-2: -0.7; ADAM17 inh: 0; PG9 binder: 0.9; NPR1 activator: 1; hgDAF12 agonist: -2.1; GAA850 FXN act: -0.9; hcDAF12 agonist: -1.8; ssDAF12 agonist: -1.8

(continued)
How did CCc1nnc(NC(=O)c2ccc(S(=O)(=O)N3CCCCCC3)cc2)s1 do in these assays?
ADAM10 inh: -8; DAX1 inh-1: 0.2; SMARCA2 act: -3; DAX1 inh-2: 0.5; ADAM17 inh: -4; PG9 binder: -1.2; NPR1 activator: -4; hgDAF12 agonist: -0.6; GAA850 FXN act: -0.7; hcDAF12 agonist: -0.6; ssDAF12 agonist: -1.1

Results for COc1ccc(CNC(=O)CCCn2nc(C)c3c(C)n(-c4ccc(C)cc4)nc3c2=O)cc1 ?
ADAM10 inh: -2; DAX1 inh-1: 1.8; SMARCA2 act: -1; DAX1 inh-2: 0.1; ADAM17 inh: -3; PG9 binder: -0.6; NPR1 activator: -2; hgDAF12 agonist: 1.2; GAA850 FXN act: -0.7; hcDAF12 agonist: -1.4; ssDAF12 agonist: -1.1

How did Cc1ccc(S(=O)(=O)N2CCOC2CNC(=O)C(=O)NCc2ccncc2)cc1 (stereo not drawn) do in these assays?
ADAM10 inh: 8; DAX1 inh-1: 1.6; SMARCA2 act: -2; DAX1 inh-2: -0.1; ADAM17 inh: -2; PG9 binder: 0.0; NPR1 activator: 1; hgDAF12 agonist: -3.2; GAA850 FXN act: 0.6; hcDAF12 agonist: 0.4; ssDAF12 agonist: -0.8

How did COC(=O)c1nn(-c2ccccc2)c(Cl)c1/C=N/OCc1ccc(Cl)cc1Cl do in these assays?
ADAM10 inh: -3; DAX1 inh-1: 0.7; SMARCA2 act: 0; DAX1 inh-2: 0.0; ADAM17 inh: -5; PG9 binder: -0.6; NPR1 activator: 6; hgDAF12 agonist: 2.3; GAA850 FXN act: -0.4; hcDAF12 agonist: -1.5; ssDAF12 agonist: -1.1

What do the screens show for `COc1ccc(C2C(C(=O)O)CCC(=O)N2c2ccc(OC)cc2)cc1` (stereo not drawn)?
ADAM10 inh: -6; DAX1 inh-1: 0.0; SMARCA2 act: -3; DAX1 inh-2: 0.1; ADAM17 inh: -6; PG9 binder: 0.8; NPR1 activator: 0; hgDAF12 agonist: -1.2; GAA850 FXN act: -2.5; hcDAF12 agonist: 2.6; ssDAF12 agonist: -1.5

What do the screens show for `COc1ccc2oc(=O)c(NC(=O)C3CCCCC3)cc2c1`?
ADAM10 inh: -19; DAX1 inh-1: -0.2; SMARCA2 act: 1; DAX1 inh-2: 0.0; ADAM17 inh: -11; PG9 binder: 0.3; NPR1 activator: 1; hgDAF12 agonist: -0.8; GAA850 FXN act: 0.1; hcDAF12 agonist: -0.1; ssDAF12 agonist: -1.5

Results for COC(=O)c1ccc(C2C(C#N)=C(C)NC3=C2C(=O)CC(C)(C)C3)cc1 (stereo not drawn) ?
ADAM10 inh: inactive; DAX1 inh-1: -1.1; SMARCA2 act: -1; DAX1 inh-2: 0.0; ADAM17 inh: inactive; PG9 binder: 0.9; NPR1 activator: 3; hgDAF12 agonist: -1.3; GAA850 FXN act: 0.4; hcDAF12 agonist: -0.8; ssDAF12 agonist: -1.6

How did CC(Sc1nnc(-c2ccc(OC(F)F)cc2)n1N)C(=O)NCC1CCCO1 (stereo not drawn) do in these assays?
ADAM10 inh: -7; DAX1 inh-1: 0.2; SMARCA2 act: -2; DAX1 inh-2: 4.4*; ADAM17 inh: 0; PG9 binder: 1.2; NPR1 activator: 1; hgDAF12 agonist: 1.4; GAA850 FXN act: -1.4; hcDAF12 agonist: -0.1; ssDAF12 agonist: -0.7

Results for COc1cc(C2NC(=O)NC(c3ccccc3)=C2C(C)=O)cc([N+](=O)[O-])c1O (stereo not drawn) ?
ADAM10 inh: -3; DAX1 inh-1: 1.0; SMARCA2 act: 0; DAX1 inh-2: -1.6; ADAM17 inh: 0; PG9 binder: -2.2; NPR1 activator: 0; hgDAF12 agonist: -2.6; GAA850 FXN act: 0.1; hcDAF12 agonist: -0.4; ssDAF12 agonist: -1.5

What do the screens show for `CC(C)CN1Cc2ccccc2Oc2cc(Br)ccc2S1(=O)=O`?
ADAM10 inh: 3; DAX1 inh-1: -0.7; SMARCA2 act: -4; DAX1 inh-2: 0.6; ADAM17 inh: 5; PG9 binder: -0.1; NPR1 activator: -1; hgDAF12 agonist: -1.2; GAA850 FXN act: -1.6; hcDAF12 agonist: 2.6; ssDAF12 agonist: 0.0

How did CCOC(=O)N1CCN(CC(O)COc2ccc(OC)cc2C(C)(C)C)CC1 (stereo not drawn) do in these assays?
ADAM10 inh: 2; DAX1 inh-1: -1.5; SMARCA2 act: -1; DAX1 inh-2: -0.5; ADAM17 inh: 1; PG9 binder: 0.1; NPR1 activator: 3; hgDAF12 agonist: -3.0; GAA850 FXN act: 0.7; hcDAF12 agonist: -1.8; ssDAF12 agonist: -1.7

What do the screens show for `COc1ccccc1OCCOCCn1cnc2ccccc2c1=O`?
ADAM10 inh: -13; DAX1 inh-1: 0.9; SMARCA2 act: -2; DAX1 inh-2: 0.2; ADAM17 inh: -4; PG9 binder: -0.8; NPR1 activator: 1; hgDAF12 agonist: 1.1; GAA850 FXN act: 1.5; hcDAF12 agonist: -0.6; ssDAF12 agonist: -1.7

Results for C=CCNC(=O)CSc1nc2sc(C)c(C)c2c(=O)[nH]1 ?
ADAM10 inh: -6; DAX1 inh-1: 0.7; SMARCA2 act: -1; DAX1 inh-2: 0.9; ADAM17 inh: -1; PG9 binder: -1.2; NPR1 activator: -1; hgDAF12 agonist: -0.3; GAA850 FXN act: -0.7; hcDAF12 agonist: 0.5; ssDAF12 agonist: -1.4

How did CC1Cc2ccccc2N1C(=O)Cn1c(=O)cc(O)c2ccccc21 (stereo not drawn) do in these assays?
ADAM10 inh: -5; DAX1 inh-1: 0.0; SMARCA2 act: -3; DAX1 inh-2: -0.7; ADAM17 inh: 2; PG9 binder: -2.0; NPR1 activator: -5; hgDAF12 agonist: -2.1; GAA850 FXN act: 0.2; hcDAF12 agonist: -1.1; ssDAF12 agonist: -1.2

What do the screens show for `Cc1ccc2c(c1)c(N=O)c(O)n2Cc1ccc(Cl)cc1`?
ADAM10 inh: 0; DAX1 inh-1: -2.1; SMARCA2 act: -5; DAX1 inh-2: -0.4; ADAM17 inh: -3; PG9 binder: -0.8; NPR1 activator: 4; hgDAF12 agonist: -0.2; GAA850 FXN act: 1.1; hcDAF12 agonist: -2.2; ssDAF12 agonist: -1.9

Screens: PubChem, several laboratories
